yeast sgs1 mgt1: NCI yeast anticancer drug screen, S. cerevisiae sgs1 mgt1 strain. growth inhibition, % at 50 µM. 78,000 tested, 10% active;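 also: 0% = growth of vehicle-only cultures of the same strain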
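This yeast growth screen uses a strain with defined DNA-repair lesions; compound-treated growth is compared with vehicle-treated growth.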
yeast mec2-1: NCI yeast anticancer drug screen, S. cerevisiae mec2-1 strain. 79,000 tested, 9% active. AID 157, 2004. growth inhibition, % at 50 µM;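 also: 0% = growth of vehicle-only cultures of the same strain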
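Cells of the genetically defined mec2-1 yeast strain are incubated with test compound. Inhibition of growth is calculated against vehicle-treated controls.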
yeast cln2 rad14: NCI yeast anticancer drug screen, S. cerevisiae cln2 rad14 strain; growth inhibition, % at 50 µM; 78,000 tested, 8.3% active; AID 165, 2004;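 also: 0% = growth of vehicle-only cultures of the same strain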
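Yeast strain cln2 rad14, bearing defects in cell cycle control and DNA repair, serves as the test system; values reflect growth inhibition compared with vehicle.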
yeast bub3: NCI yeast anticancer drug screen, S. cerevisiae bub3 mutant strain; % growth inhibition at 50 µM; 78,000 tested, 9.9% active; AID 167, 2004;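 also: 0% = growth of vehicle-only cultures of the same strain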
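Steps: expose the mutant yeast strain to compound; grow alongside vehicle-treated cultures; measure growth; express inhibition against the vehicle cultures.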
rad50: NCI yeast anticancer drug screen, S. cerevisiae rad50 strain | growth inhibition, % at 50 µM | 79,000 tested, 10% active | AID 155, 2004;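 also: 0% = growth of vehicle-only cultures of the same strain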
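Cells are treated with compound, grown, and their growth is then scored against vehicle-only cultures of the same repair-deficient yeast strain.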
mlh1 rad18: NCI yeast anticancer drug screen, S. cerevisiae mlh1 rad18 strain; growth inhibition, % at 50 µM; 79,000 tested, 11% active; AID 175, 2004;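 also: 0% = growth of vehicle-only cultures of the same strain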
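Compound-treated yeast growth, normalised to vehicle controls. Strain bears defined DNA repair mutations.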
* = called active by the depositor; . = no result given; & = joins results of further samples; ! = a repeat was not active. Rule as the data show it: active = growth inhibition above about 70%; inactive = the rest.

Compound | yeast bub3 | yeast mec2-1 | rad50 | yeast sgs1 mgt1 | mlh1 rad18 | yeast cln2 rad14
Cn1nc2ccc3nccc(NCCNCCO)c3c2n1 | -5 | -9 | -4 | -5 | -10 | 7
CC(C)SC(NC(=O)C1C(C)(C)CCC1(C)C)C(=O)O (centres undefined) | 20 | -1 | -28 | -29 | -46 | 27
O=C(c1ccccc1)N1C2CCC(C2)N1C(=O)c1ccccc1 | -8 | 0 | -18 | -14 | 11 | 7
CC1(c2ccc3cccc(F)c3c2)OC(=O)c2ccccc21 (centres undefined) | -4 | 2 | 2 | -3 | -13 | -69
Cn1c(=O)c2c(nc(Br)n2CC(=O)c2ccc([N+](=O)[O-])cc2)n(C)c1=O | 1 | 16 | 25 | 22 | 27 | 19
CNc1cc[nH]c(=O)c1NC(C)=O | 0 | 22 | 14 | 14 | 10 | -22
CCCCN(CCCC)CCCNC(=S)Nc1ccccc1 | 3 | 24 | -3 | 38 | 36 | -7
Cc1ccc(SCC(OCn2cnc3c(Cl)nc(N)nc32)[C@H](C)F)cc1 (some centres undefined) | 66 | 23 | 32 | 57 | -51 | 25
CCCCCCCCCCCCCCCCCCNC(=O)N(C)Cc1ccccc1 | -1 | 2 | 18 | -1 | -8 | -5
O=C(Nc1ccccc1Cl)c1ccc(Cl)cc1 | 29 | 15 | 5 | 8 | -5 | -16
COCCOC(=O)c1c(Cl)c(Cl)c(Cl)c(Cl)c1C(=O)O | 0 | 7 | -8 | 12 | 0 | -5
c1cc2c(cc1C1OCCCO1)OCO2 | -14 | 2 | 14 | 6 | 3 | 0

Continuation:
Compound | yeast bub3 | yeast mec2-1 | rad50 | yeast sgs1 mgt1 | mlh1 rad18 | yeast cln2 rad14
O=C1OC(=O)C2CCCC3CCCC1C32 (centres undefined) | 72* | 37 | 39 | 55 | 27 | 21
O=C(NC(C(=O)O)c1ccccc1)OCc1ccccc1 (centres undefined) | 21&-8 | 1&-23&-28 | 1&-15&-3 | -3&-24 | 48&3&-8 | 88*!
CC(=O)c1cc(C(C)=O)n2ccccc12 | -1 | 0 | 15 | 3 | -13 | -19
CC(=O)c1cccc(OC(=O)Nc2ccccc2)c1 | -1 | -10 | 6 | 2 | 22 | 4
Oc1ccc(O)c(-[n+]2ccc3ccccc3c2)c1 | -2 | 1 | -12 | -4 | -7 | -19
CC(=O)CC(C)=Nc1ccc([N+](=O)[O-])cc1 | -17 | -4 | 2 | -7 | 2 | -34
COC(=O)C(c1ccccc1)C(CBr)(OC)c1ccccc1 (centres undefined) | 14 | 9 | 19 | 12 | 27 | 16
O=C(Nc1cccc([N+](=O)[O-])c1)C(=O)C(C(=O)c1ccccc1-c1ccccc1)C1OC(=O)c2ccccc21 (centres undefined) | -7 | 3 | 28 | 18 | 10 | -45
COC(=O)/C(C#N)=C\n1c(=S)[nH]c2ccccc21 | -5 | 3 | -14 | -16 | -8 | 17
O=C(Nc1ccc(Cl)cc1)/C(Cc1cccc[n+]1[O-])=N\Nc1ccc([N+](=O)[O-])cc1[N+](=O)[O-] | -27 | -17 | -19 | -6 | -20 | -7
CC(C)(C)n1nc(C2CC2)c(Br)c1NC(=O)c1ccccc1Cl | -3 | -19 | -16 | -4 | -12 | 17
Cc1n[nH]c(=S)n1C | 9 | -6 | -25 | -4 | 13 | -23

New compounds follow.
Compound | yeast bub3 | yeast mec2-1 | rad50 | yeast sgs1 mgt1 | mlh1 rad18 | yeast cln2 rad14
CC(C)(C)C(C)(C)SSC(C)(C)C(C)(C)C | 16 | 12 | 6 | 19 | 26 | 7
S=C1SC(=Nc2ccccc2)C(=Nc2ccccc2)N1c1ccccc1 | -20 | -16 | -21 | 7 | -21 | -37
Cc1cc(C)c(NS(=O)c2cccc(Cl)c2)c(C)c1 (centres undefined) | -35 | -26 | -29 | -59 | -50 | 1
CC(C)CC(O)CC(O)C(C)C (centres undefined) | 28 | 5 | 1 | 2 | 19 | 15
COC(C)(/C(C)=N/O)c1ccc(-c2ccccc2)cc1 (centres undefined) | 17 | -8 | 8 | 3 | 20 | -1
N#CCCC(C#N)(C#N)CCC#N | 12 | 6 | 22 | 18 | 30 | 12
COc1ccc2nc(NC(=O)Nc3ccc(C)c(NC(=O)Nc4nc5ccc(OC)cc5s4)c3)sc2c1 | -36 | -27 | -32 | -18 | -27 | -12
Cc1ccc([N+](=O)[O-])cc1N1C(=O)c2ccccc2C1=O | 14 | -14 | 14 | 13 | 13 | 8
CC1CC=C2CCCCC2(C)C1C (centres undefined) | -41 | 14 | 9 | 16 | 4 | -31
C1CSC(Sc2nc(SC3=NCCS3)nc(SC3=NCCS3)n2)=N1 | -31 | -11 | -22 | -10 | -26 | -30
CCCCCCCCCCCCOP(=O)(O)OP(=O)(O)OCC1OC(n2cc(C)c(=O)[nH]c2=O)CC1O (centres undefined) | 14 | 14 | 35 | 47 | 8 | 15
CC(C)(C)NC(=O)Oc1ccc(Br)cc1Br | 10 | 14 | -2 | 19 | 21 | -14

Profiles from above. Screens in order: yeast bub3, yeast mec2-1, rad50, yeast sgs1 mgt1, mlh1 rad18, yeast cln2 rad14
`Cc1ccc(SCC(OCn2cnc3c(Cl)nc(N)nc32)[C@H](C)F)cc1` (some centres undefined) as listed: 66, 23, 32, 57, -51, 25
`CC(C)(C)n1nc(C2CC2)c(Br)c1NC(=O)c1ccccc1Cl` as listed: -3, -19, -16, -4, -12, 17

More entries
Compound | yeast bub3 | yeast mec2-1 | rad50 | yeast sgs1 mgt1 | mlh1 rad18 | yeast cln2 rad14
COc1ccc(-c2nnc(-c3ccc4ccccc4c3)o2)cc1 | 8 | -15 | -5 | 14 | -3 | 25
C1CCC2C(C1)CCCC2CC1CCCC2CCCCC21 (centres undefined) | -9 | 1 | -11 | -10 | -5 | -18
O=Cc1c2ccccc2n2ccc3c4ccccc4[nH]c3c12 | 1 | 4 | 7 | -16 | 1 | 8
CC(C(=O)c1ccccc1)C(=O)c1ccccc1 | -6 | -13 | -3 | -8 | -2 | -10
CCCCCCCCCCCCCCCCOCC(Cl)COP(=O)(O)OP(=O)(O)OCC1OC(n2cnc3c(N)ncnc32)C(O)C1O (centres undefined) | 28 | 33 | 54 | 88* | 48 | -30
OC1CCC(C2CCCCC2)CC1 (centres undefined) | -14 | -8 | -8 | -3 | -9 | 7
CC(=O)OCC1OC(CC(=O)c2ccccc2)C=CC1OC(C)=O (centres undefined) | 5 | -7 | 9 | 8 | 4 | 11
Cc1ccc2nn(-c3ccc(O)cc3)nc2c1 | 75* | 23 | 50 | 27 | 74* | 29
Nc1ccc(C2SCC(=O)N2NS(=O)(=O)c2cccc(C(=O)O)c2)cc1 (centres undefined) | -46 | -24 | -21 | 7 | -55 | 1
O=C(CCc1nnc2s/c(=C\c3ccc([N+](=O)[O-])cc3)c(=O)n12)Nc1ccc(Cl)c(Cl)c1 | -5 | 9 | 8 | 8 | 10 | 7
O=C(Cl)C(Cl)(c1ccccc1)c1ccccc1 | 17 | 14 | 2 | 4 | 4 | -7
O=C(O)c1c2c(cc3c(=O)cc(-c4ccccc4)oc13)CCCC2 | 5 | 4 | 12 | 16 | 20 | 29

(cont.)
Compound | yeast bub3 | yeast mec2-1 | rad50 | yeast sgs1 mgt1 | mlh1 rad18 | yeast cln2 rad14
Cc1ccc(OCC2OC(n3cnc4c(Cl)nc(N)nc43)CC2Oc2ccc(C)cc2)cc1 (centres undefined) | 2 | -11 | 2 | 13 | -13 | 15
FC12CCC(c3ccccc3)(CC1)CC2 | -4 | -9 | 12 | -4 | -7 | -30
C=CCc1cccc(C2N(Cc3ccc(OC)cc3OC)CCCN2Cc2ccc(OC)cc2OC)c1O | -2 | 7 | 27 | -1 | 18 | 17
Cc1ccc(-c2n[nH]c(=O)n2N)cc1 | 0 | -23 | 4 | 1 | 7 | 5
CCN(CC)CCCC(C)Nc1c2ccccc2nc2cc(Cl)cc(Cl)c12 (centres undefined) | 10 | 4 | 18 | 3 | 27 | 11
NC(=O)c1ncn2c(=O)n(CCCl)nnc12 | -4 | -9 | -17 | 1 | -47 | 20
O=C(/C=C/c1ccc2c(c1)OCO2)c1ccc(O)cc1 | 62 | 44 | 61 | 41 | 15 | 65
CCCCCCCCCCS(=O)(=O)Nc1ccc(C(=O)NN)cc1 | 79* | 71* | 93* | 89* | 93* | 91*
N#Cc1c(-c2ccco2)cc(-c2ccc(N)cc2)[nH]c1=O | -9 | 5 | -1 | 18 | 7 | 16
c1cn2cnnc2n2cnnc12 | -1 | -13 | -3 | -16 | -10 | -32
Nc1nc(N)c2nc(SC34CC5CC(CC(C5)C3)C4)c(N)nc2n1 | -4 | 2 | -2 | -7 | 1 | -21
CCOP(=O)(OCC)/C(C#N)=C\c1cccc2ccccc12 | 89* | 88* | 86* | 89* | 86* | 89*

Additional entries.
Compound | yeast bub3 | yeast mec2-1 | rad50 | yeast sgs1 mgt1 | mlh1 rad18 | yeast cln2 rad14
O=C1C(Cl)=C(Cl)C(Cl)(Cl)C(Cl)=C1Cl | 99*! | 99*! | 64&60 | 98*! | 71* | 99*!
O=C1CCCCC/C1=C1\C(=O)Nc2ccc(Br)cc21 | 13 | 13 | 8 | 12 | 12 | 13
COc1ccc(C(=O)Sc2c(-c3ccccc3)c(=O)n(-c3ccccc3)c(=S)n2-c2ccccc2)cc1 | 1 | -5 | 1 | 2 | 10 | 2
CN(C(=O)CCCO)c1cc([N+](=O)[O-])ccc1OCc1ccccc1 | 1 | 3 | 8 | -1 | -1 | -1
Cn1c(=O)c2c(nc(NCCCO)n2C)n(C)c1=O | 5 | -4 | -17 | -8 | 14 | -30
COC(=O)C1OC(O[C@H]2CC[C@]3(C)[C@H]4CC=C5[C@@H]6CC(C)(C)CC[C@]6(C(=O)OC6OCC(O)C(O)C6OC6OC(C)C(OC7OCC(O)C(O)C7O)C(O)C6O)[C@H](O)C[C@@]5(C)[C@]4(C)CC[C@H]3C2(C)C)C(O)C(O)C1O (some centres undefined) | 40&47 | -8&5 | 28&14 | 3&19 | 34&41 | 10&19
N#CCC(=O)Nc1ccccc1 | 6 | 16 | 37 | 6 | 26 | -12
CC(=O)CCN(Cc1ccccc1)Cc1ccccc1 | . | -2 | 2 | . | 22 | .
COc1ccc(OC(=O)Nc2cc(Cl)ccc2C)cc1 | 24 | 9 | 13 | 3 | 12 | 7
CCN1CCNCC1 | 8 | -19 | 32 | 16 | 1 | -2
O=C(CC(O)(CCc1ccccc1)c1ccccc1)N1CCC(O)(c2ccccc2)CC1 (centres undefined) | 98* | 99* | 97* | 98* | 98* | 98*
COc1ccc(-c2coc3ccc4ccccc4c3c2=O)cc1OC | . | -15 | 16 | . | 7 | .

Structures above containing an aryl thioether with sulfur outside any ring (2):
Compound | yeast bub3 | yeast mec2-1 | rad50 | yeast sgs1 mgt1 | mlh1 rad18 | yeast cln2 rad14
Cc1ccc(SCC(OCn2cnc3c(Cl)nc(N)nc32)[C@H](C)F)cc1 (some centres undefined) | 66 | 23 | 32 | 57 | -51 | 25
Nc1nc(N)c2nc(SC34CC5CC(CC(C5)C3)C4)c(N)nc2n1 | -4 | 2 | -2 | -7 | 1 | -21

Following part.
Compound | yeast bub3 | yeast mec2-1 | rad50 | yeast sgs1 mgt1 | mlh1 rad18 | yeast cln2 rad14
Cc1nc(Nc2cccc(Cl)c2)c2cnn(-c3ccc(Cl)cc3)c2n1 | 0 | 0 | -2 | 1 | -4 | -41
O=C1ON(c2ccccc2)C(c2ccccc2)N1c1cccc([N+](=O)[O-])c1 (centres undefined) | 39 | 14 | 42 | 3 | 50 | 17
C(#Cc1ccccc1)COc1ccccc1 | 17 | 12 | 10 | -15 | -5 | 2
C=CCOc1ccc(C2(c3ccc(OCC=C)cc3)C(=O)Nc3ccccc32)cc1 | 88* | 87* | 84* | 89* | 87* | 87*
Cn1c(=S)sc2ccc(S(=O)(=O)C(F)F)cc21 | 23 | 21 | 24 | 5 | 25 | 13
CCCCC#CCN(CCCC)CCCC | 11 | 1 | -20 | -3 | -29 | 13
CCN(CC)CCNc1c(C)ccc2cccnc12 | 54 | 36 | 34 | 29 | 52 | -29
O=S(=O)(SC(S(=O)(=O)c1ccccc1)S(=O)(=O)c1ccccc1)c1ccccc1 | 73* | 9 | 13 | 39 | 39 | 1
Oc1c(Cl)cc(C(c2cc(Cl)c(O)c(Cl)c2)C(c2cc(Cl)c(O)c(Cl)c2)c2cc(Cl)c(O)c(Cl)c2)cc1Cl | 94* | 96* | 92* | 43 | 97* | 92*
O=C(C(=O)c1ccc(Cc2ccc(C(=O)C(=O)c3ccccc3)cc2)cc1)c1ccccc1 | 1 | 6 | 6 | -16 | 12 | 27
O=Cc1ccc(-c2nccc3c2[nH]c2ccccc23)o1 | 9 | 27 | 78* | 19 | -1 | 16
Cc1cnc2c(C)ccc([N+](=O)[O-])c2c1NCCCN(C)C | 17 | 14 | 34 | 13 | 52 | 2
O=C(O)/C(Cl)=C(\Cl)C(=O)Nc1cccc(C(F)(F)F)c1 | 100* | 100* | 99* | 100* | 100* | 99*
CC(NS(=O)(=O)c1ccccc1)c1ccccc1 (centres undefined) | 3 | -2 | -13 | 7 | -3 | 8
